# High-throughput results (PubChem)
# BoNT F protease = BoNT/F light chain protease inhibitors, primary screen, biochemical, flow cytometry, MLPCN library | Botulinum neurotoxin type F light chain protease (Clostridium botulinum) | Multiplex microsphere protease cleavage assay | inhibition, % at 10 µM | 0.22% of 360,000 active; in the data active means inhibition above about 35%, passing the limit was not always enough; inconclusive means no clear call, values can overlap the other calls; further: plate controls were buffer without enzyme for full effect and enzyme alone for no effect
# Anthrax LF prot = Bacillus anthracis LF protease inhibitors, primary screen, biochemical, multiplex microsphere, MLPCN library. Lethal factor (Bacillus anthracis), P15917. multiplex microsphere protease cleavage assay. inhibition, % at 10 µM. 0.12% of 360,000 active. AID 588501, 2011; further: plate controls were buffer without enzyme for full effect and enzyme alone for no effect
# Target sequence (P15917 whole entry, looked up): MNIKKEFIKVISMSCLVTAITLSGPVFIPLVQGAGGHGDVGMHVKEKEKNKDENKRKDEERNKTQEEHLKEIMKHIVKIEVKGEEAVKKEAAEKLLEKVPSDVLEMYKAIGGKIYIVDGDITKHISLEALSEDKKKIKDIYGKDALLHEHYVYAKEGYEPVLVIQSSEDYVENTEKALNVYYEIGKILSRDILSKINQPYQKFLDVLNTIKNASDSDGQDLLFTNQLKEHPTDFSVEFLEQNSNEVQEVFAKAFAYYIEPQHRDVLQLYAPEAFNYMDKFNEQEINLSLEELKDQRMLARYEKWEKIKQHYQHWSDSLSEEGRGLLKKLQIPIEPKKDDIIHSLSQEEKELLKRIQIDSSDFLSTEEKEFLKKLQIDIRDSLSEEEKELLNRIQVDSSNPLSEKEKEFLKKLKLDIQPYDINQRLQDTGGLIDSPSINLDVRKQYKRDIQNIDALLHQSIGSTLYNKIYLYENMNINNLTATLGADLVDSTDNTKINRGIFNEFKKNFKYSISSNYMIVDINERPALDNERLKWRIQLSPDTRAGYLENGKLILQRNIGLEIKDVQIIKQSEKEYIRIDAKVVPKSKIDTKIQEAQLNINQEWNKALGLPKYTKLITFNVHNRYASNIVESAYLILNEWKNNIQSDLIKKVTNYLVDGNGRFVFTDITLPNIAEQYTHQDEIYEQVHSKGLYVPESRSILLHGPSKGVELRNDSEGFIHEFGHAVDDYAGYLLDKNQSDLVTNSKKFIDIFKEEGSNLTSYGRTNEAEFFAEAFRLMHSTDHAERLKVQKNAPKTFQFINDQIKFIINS
# Mtb BioA inh = M. tuberculosis BioA enzyme inhibitors, primary screen, biochemical, plate reader, single point, HTS | purified M. tuberculosis BioA enzyme | inhibition, % at 9.99 µM | 0.096% of 360,000 active | AID 602481, 2012; in the data active means inhibition above about 40%; inconclusive means no clear call, values can overlap the other calls
# Mtb FBA inh = Mtb FBA enzyme inhibitors, primary screen, biochemical, fluorescence, strain H37Rv. 2.3% of 360,000 active. Fructose-bisphosphate aldolase (Mycobacterium tuberculosis (strain ATCC 25618 / H37Rv)), …. purified M. tuberculosis FBA, fluorescence read-out. inhibition, % at 1 µM; in the data active means inhibition above about 27%;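 further: 0% = vehicle and 100% = reference inhibitor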
# UGM FP inh = M. tuberculosis UGM enzyme inhibitors, primary screen, biochemical, fluorescence polarization, single point; inhibition, % at 10 µM; 0.06% of 320,000 active; purified UGM, fluorescence polarization probe displacement; UDP-galactopyranose mutase (Mycobacterium tuberculosis (strain ATCC 25618 / H37Rv)), …; in the data active means inhibition above about 10%, passing the limit was not always enough; inconclusive means no clear call, values can overlap the other calls
# PfHsp40 yeast = rescue of yeast from PfHsp40 toxicity, primary screen, S. cerevisiae, ATP luminescence; growth rescue, % at 12.5 µM; S. cerevisiae expressing PfHsp40, growth rescue; 0.68% of 340,000 active; in the data active means growth rescue above about 28%, passing the limit was not always enough; inconclusive means no clear call, values can overlap the other calls;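 further: yeast W303a lacking pdr1 and pdr3 grown in galactose medium; growth measured after three days at 30 °C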
# FadD28 binding = inhibitors of FadD28 bisubstrate probe binding, primary screen, biochemical, fluorescence polarization, single point; Mycobacterium tuberculosis FadD28 fatty-acid-AMP ligase; inhibition, % at 12.5 µM; 0.22% of 360,000 active; in the data active means inhibition above about 8.5%, passing the limit was not always enough; inconclusive means no clear call, values can overlap the other calls
# GDH-TPI inh = GDH-TPI coupling enzyme inhibitors, primary screen, artefact control for M. tuberculosis FBA inhibitor project, biochemical, absorbance, full deck; GDH-TPI coupled enzyme counterscreen, NADH absorbance; inhibition, % at 4.8 µM; 1.2% of 360,000 active; AID 588335, 2011; in the data active means inhibition above about 30%;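 further: 0% = DMSO wells and 100% = wells lacking the enzyme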
# BoNT-A LC inh2 = BoNT/A light chain protease inhibitors, primary screen, biochemical, flow cytometry, MLPCN library; multiplex microsphere protease substrate cleavage; 0.17% of 360,000 active; inhibition, % at 10 µM; Botulinum neurotoxin type A light chain protease (Clostridium botulinum A str. ATCC 3502); further: plate controls were buffer without enzyme for full effect and enzyme alone for no effect
# Numbers without * were called inactive; ? = inconclusive; · = not tested or not shown. Unless noted, no stated cut-off is given here; in the data, active means inhibition above about 30%; inconclusive means no clear call, values can overlap the other calls; inactive means below that. Hits appear at their usual frequency; about 4.7% have a hit in one of these screens.
# Each structure is followed by: BoNT F protease	Anthrax LF prot	Mtb BioA inh	Mtb FBA inh	UGM FP inh	PfHsp40 yeast	FadD28 binding	GDH-TPI inh	BoNT-A LC inh2
O=C(Nc1ccc2c(c1)OCCO2)c1c(Cl)cccc1Cl
  -6	2	0.7	-3	·	·	-1.8	1	0.1
O=C(O)C1Cc2ccccc2CN1C(=O)c1ccccc1 (configuration not stated)
  -13	-1	-1.9	-2	-0.6	-0.4	-2.3	-4	-0.4
O=C(c1cccc(C(F)(F)F)c1)N1CCN(C2CCCCC2)CC1
  -15	-4	0.3	0	0.6	-1.4	-0.1	11	0.8
COc1ccc(-n2c(C)nc3ccccc3c2=O)c([N+](=O)[O-])c1
  ?	-4	2.5	0	-3.3	-0.9	-1.4	7	2.2
Cc1cc(=O)oc2cc(OC(C)C(=O)NCC3CCC(C(=O)O)CC3)c(Cl)cc12 (configuration not stated)
  4	0	-0.1	5	-0.6	-0.9	-1.7	5	0.2
Cc1cc(-c2ccccc2)nc2oc3c(c12)NC(=O)CN(c1ccccc1)C3=O
  8	6	2.3	5	-4.0	0.8	0.3	10	2.5
CC(C)CC(C(=O)N1CCOCC1)N1Cc2ccccc2C1=O (configuration not stated)
  -4	4	·	2	-1.0	-1.2	-2.1	3	-0.6
CCc1[nH]nc2c1C(c1ccc(C)o1)C(C#N)=C(N)O2 (configuration not stated)
  -3	-4	·	-3	-0.9	-2.1	-1.0	11	-1.8
CC(C)Cn1c2c(c(O)c(C(=O)Nc3nc4ccccc4s3)c1=O)CCCC2
  ?	0	1.4	0	-1.1	-0.4	-1.2	-6	-0.2
COc1ccccc1-c1ccc2c(c1)C(C)(Cc1cccc(C#N)c1)C(=O)N2 (configuration not stated)
  1	5	-3.5	1	·	·	-1.1	9	-0.3
COc1cc(C(=O)OCc2cc(=O)n3ccsc3n2)ccc1OC(C)C
  -6	-12	1.1	0	0.6	0.0	-1.9	1	-0.5
CC1(C)CC2(CCCN(C(=S)Nc3ccccc3)C2)CCO1 (configuration not stated)
  3	6	·	5	0.6	0.6	-0.1	4	0.4
O=C(COC(=O)/C=C/c1cccc(Cl)c1)Nc1c(F)cccc1F
  4	1	-0.5	4	-0.4	-0.4	-0.5	-4	-0.2
O=C(CSCc1ccccc1)Nc1cccc(C(=O)Nc2ccc(C(=O)O)cc2)c1
  -6	2	3.4	-1	1.2	1.1	-2.6	-3	0.8
Cc1ccc(CNC(=O)CCn2cc(-c3ccc(C)cc3)nc2-c2ccncc2)cc1
  3	-9	-6.8	2	-0.2	-0.2	-1.5	8	-0.2
CCc1noc(C)c1C(=O)N1CCN(S(=O)(=O)c2ccc(C)cc2C)CC1
  ·	·	·	5	·	0.1	-2.1	4	·
CC1(C(=O)NCc2cccc3ccccc23)CCN1Cc1ccccc1OC(F)F (configuration not stated)
  -10	1	-1.5	1	·	·	-5.3	1	-1.2
CC(C)Oc1ccc(S(=O)(=O)N2CCOCC2)cc1NC(=O)C1CSC2(C)CCC(=O)N12 (configuration not stated)
  0	?	·	5	-1.1	0.6	0.8	0	-1.0
O=C(Nc1cccc2ccccc12)c1nn(C23CC4CC(CC(C4)C2)C3)cc1[N+](=O)[O-]
  -4	-2	0.2	-4	-0.6	-1.0	-3.4	-1	-2.3
O=C(NCc1ccco1)C1CCN(S(=O)(=O)N2CCOCC2)CC1
  0	0	-0.5	1	0.6	0.0	-2.4	3	-1.3
COCCNC(=S)NNC(=O)c1ccco1
  -2	-2	-1.5	0	0.3	-1.2	-1.4	2	-1.4
CC(C(=O)N1CCc2ccccc21)N1CCc2ccccc2C1 (configuration not stated)
  -4	-2	2.5	-3	-1.6	0.8	-1.7	-3	0.4
COc1ccc(CNCc2ccncc2)cc1OC
  ?	-17	-0.9	1	-0.8	-1.0	-2.4	-2	-8.8
Cc1cc(NC(=O)CSc2cn(CCNC(=O)c3ccc(Cl)cc3)c3ccccc23)no1
  -4	-7	0.8	-5	2.6	2.4	-8.3	-6	0.6
CC[C@]1(C(=O)OC)[C@H]2C(=O)N(Cc3ccccc3)C(=O)[C@H]2[C@H]2CN=C(SCC3CC3)N21
  -7	-5	-0.2	7	·	-0.5	-2.1	7	-0.7
O=C(c1cc(-c2ccc(F)cc2)on1)N1CCOCC1
  -17	0	-0.3	4	0.5	-0.6	0.6	-3	1.8
CCOC(=O)CNC(=O)CSc1ncnc2c1cnn2-c1ccc(C)cc1
  -24	-3	-0.2	4	3.8	1.5	-1.6	8	-1.1
CC1CN(C(=O)N2c3ccccc3Sc3ccccc32)CC(C)O1 (configuration not stated)
  -3	-1	-1.2	-3	0.4	-0.2	0.5	11	0.1
CC(C)Oc1cccc(-c2cc(C(=O)NC(=S)N(C)c3ccccc3C(=O)O)c3ccccc3n2)c1
  3	0	·	42*	3.1	0.1	-6.1	13	-0.1
Cc1ccc2cccc(S(=O)(=O)N3CCN(c4cccc(Cl)c4)CC3)c2n1
  -11	-2	·	0	-2.1	-0.6	-1.6	-8	-2.3

# Rewritten as tab-separated lines: part of the list above.
canonical_smiles	BoNT F protease	Anthrax LF prot	Mtb BioA inh	Mtb FBA inh	UGM FP inh	PfHsp40 yeast	FadD28 binding	GDH-TPI inh	BoNT-A LC inh2
CC(C)CC(C(=O)N1CCOCC1)N1Cc2ccccc2C1=O (configuration not stated)	-4	4	·	2	-1.0	-1.2	-2.1	3	-0.6
CCc1[nH]nc2c1C(c1ccc(C)o1)C(C#N)=C(N)O2 (configuration not stated)	-3	-4	·	-3	-0.9	-2.1	-1.0	11	-1.8

# Additional results follow.
# Each structure is followed by: BoNT F protease	Anthrax LF prot	Mtb BioA inh	Mtb FBA inh	UGM FP inh	PfHsp40 yeast	FadD28 binding	GDH-TPI inh	BoNT-A LC inh2
Cc1ccc(-c2nc(C(=O)NCCCN(C)C)cc3c2[nH]c2ccccc23)cc1
  -12	-16	2.7	28*	-2.5	0.3	-5.7	9	-2.9
O=C(Nc1ccc(Br)cc1)C1CCN(c2cnccn2)CC1
  -3	-2	-0.3	1	-0.5	1.2	-0.1	15	0.3
CCOC(=O)C1(Cc2ccc(Cl)cc2)CCN(Cc2nccn2CC)CC1
  -6	1	2.0	-3	1.4	0.3	-0.2	0	-0.1
CC(C)C[C@H](NC(=O)/C=C/[C@H]1O[C@@H](n2ccc(=O)[nH]c2=O)[C@H](O)[C@@H]1O)C(=O)O
  1	9	-0.1	0	·	·	-1.7	·	-1.0
Cc1cccc(-c2ncc(S(=O)(=O)C(C)(C)C)c(N)n2)c1
  ?	4	·	-4	-3.9	-0.6	-1.1	-8	?
O=C(Nc1ccccc1)OCc1cnc(Cl)s1
  0	-2	2.1	5	-1.7	-0.4	1.1	0	0.3
CCOc1cc(C#N)c(NC(=O)c2cccnc2Cl)cc1OCC
  13	-3	-0.5	-4	5.1	-1.0	-1.5	8	0.6
Cc1ccc(C(=O)CSc2nnnn2Cc2ccccc2)cc1C
  5	-1	·	6	0.6	1.3	-1.3	9	0.0
CNC(=O)COC(=O)c1ccc2c(c1)S(=O)(=O)c1ccccc1C2=O
  -17	1	-1.5	1	1.2	-1.0	-2.3	10	0.3
CCc1ccc(C(=O)/C=C/Nc2ccc(S(=O)(=O)Nc3onc(C)c3C)cc2)cc1
  3	1	·	-1	0.9	-1.6	1.6	18	0.8
CN(C(=O)CSc1nnnn1-c1ccccc1)C1CCCCC1
  5	1	0.3	5	-0.2	1.2	-4.2	-6	0.1
COCc1ccc(-c2c(-c3cc(OC)cc(OC)c3)oc(=O)c3cc(OC)c(OC)cc23)cc1
  0	-4	-1.7	1	0.9	0.4	-1.5	14	-0.7
CCOC(=O)c1c(NC(=O)c2ccc(N3C(=O)[C@@H]4[C@H](C3=O)[C@H]3C=C[C@@H]4C3)cc2)sc2c1CC(C)CC2 (some centres not stated)
  -2	1	·	137*	0.1	0.0	1.6	1	0.1
Cc1nn2c(=O)cc(CSCC(=O)Nc3ccccc3Cl)nc2s1
  0	0	0.4	2	-2.1	-1.0	-0.9	11	-1.0
CCc1ccc(OCc2nnc(SCC(=O)NCc3ccco3)o2)cc1
  -2	5	2.2	3	-2.2	1.6	-1.5	-3	0.8
COc1cccc(CN2CCNC(=O)C2CC(=O)N2CCOc3ccccc3C2)c1OC (configuration not stated)
  4	-2	·	1	-0.9	0.3	-5.5	-1	0.4
CCOc1ccc(OCCOC(=O)CN(C)S(=O)(=O)c2ccc(NC(C)=O)cc2)cc1
  ?	0	0.1	-3	-0.8	0.2	-3.5	3	0.3
CCOc1ccccc1NC1=NC2CS(=O)(=O)CC2S1 (configuration not stated)
  -3	-5	·	2	0.8	-0.9	-1.2	1	0.8
CC(CNC(=O)C1CCCCC1C(=O)O)c1ccccc1 (configuration not stated)
  2	-3	-3.3	2	-3.0	0.9	-1.8	-4	1.4
CCn1c(C(C)NC(=O)Cc2ccccc2)nc2ccccc21 (configuration not stated)
  2	0	-1.0	2	-4.0	-0.8	-0.6	7	-0.2
CCOc1nc(Nc2ccc([N+](=O)[O-])cc2)nc(NC(C)(C)C)n1
  -5	0	2.0	1	1.1	-0.1	-4.6	4	-0.8
CCOC(=O)CSc1nnc(-c2ccccc2NC(=O)c2ccccc2)o1
  -6	-3	-6.5	0	1.6	-0.9	-0.6	6	-0.1
Cn1c(-c2cccs2)nc2ccccc21
  -2	-2	0.4	59*	-0.9	0.9	2.0	-4	0.2
O=C(Cn1nnc(-c2ccccc2F)n1)NCCc1ccccc1
  -10	-3	-0.6	4	1.6	0.7	-0.4	-4	-1.1
CN(C)c1ccc(NC(=O)c2ccc3nc[nH]c3c2)cc1
  -30	-9	17	1	0.0	-0.1	-1.5	7	-0.1
C/C(CCC(=O)O)=N/Nc1ccc([N+](=O)[O-])cc1[N+](=O)[O-]
  -7	2	0.4	-2	3.0	-0.2	-0.2	12	-0.6
CCSc1ccccc1C(=O)N1CCN(c2ccc([N+](=O)[O-])cc2)CC1
  7	-1	·	-3	0.6	0.4	1.7	5	-0.3
CN1CCN(S(=O)(=O)c2cccc(C(=O)N3CCN(c4ccccc4F)CC3)c2)CC1
  -6	0	-0.7	-2	-0.1	-1.4	·	-2	1.6
Cc1ccccc1-c1nc(CS(=O)CC(=O)NC(C)CCc2ccccc2)c(C)o1 (configuration not stated)
  ·	·	2.1	3	2.1	0.7	1.7	-5	·
COC1CCN(C(=O)c2ccc(OC3CCN(Cc4ccccn4)CC3)cc2)CC1
  -2	-2	-1.2	0	1.8	-1.4	-1.9	-4	0.4
CC(=O)c1cccc(NC(=O)C(C)OC(=O)c2cc(=O)[nH]c3ccccc23)c1 (configuration not stated)
  -2	4	0.7	4	-2.2	0.6	-3.4	1	1.7
C=CCn1c(-c2ccc(S(=O)(=O)N3CCOCC3)cc2)csc1=Nc1ccccc1
  ·	·	1.7	-3	0.6	-0.2	0.1	10	·
O=C(c1ccc(Cl)c(S(=O)(=O)N2CCCCC2)c1)N1CCCCCC1
  5	1	13	-2	1.9	-1.4	-2.6	0	1.0
CN1CCN(c2ccccc2NC(=O)COc2ccc(Cl)cc2)CC1
  -17	-2	-1.6	0	1.0	0.4	-3.2	3	-3.8
COc1ccc2cc([C@H](C)C(=O)N(C)Cc3ccccc3N3CCCC3)ccc2c1
  -1	-18	-1.9	0	2.1	5.4	-1.2	9	-9.6
